ELG1 DNA repair – qHTS screen for small molecules that inhibit ELG1-dependent DNA repair in human embryonic kidney (HEK293T) cells expressing luciferase-tagged ELG1 | HEK293T ELG1-luciferase reporter, luminescence, 16 h; DNA damage induced by 5-fluorouridine | Potency, µM (titrated, usually from 46.1 µM), for the others: at the highest dose activity change, negative = inhibition, actives largely listed as inhibitors | 330,000 compounds, 2.3% hits | AID 504467, 2011; further: potency means the concentration at half of the fitted maximal effect; on the % scale 0 is the no-effect control and ±100 the full control effect; nearly all actives have a fitted effect of over 55% in size
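DMSO vehicle served as the neutral condition. Each well held 2,000 cells given 5-fluorouridine plus compound; after 16 hr at 37 °C/5% CO2, ONE-Glo was added and luciferase measured 30 min later.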
TSHR antag – Antagonists of the Thyroid Stimulating Hormone Receptor: HTS campaign; TSHR-expressing cells, TSH-stimulated cAMP HTRF, 2 h; stronger effect = lower value; Thyrotropin receptor (Homo sapiens), P16473; AID 504810, 2011; activity change, negative = inhibition, % at 11.5 µM; 330,000 compounds, 0.2% hits;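 active means activity change below a set negative limit, meaning inhibition stronger than a set level, cut at about -70% in these data; inconclusive means activity change between two set negative limits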; further: on the % scale 0 is the no-effect control and ±100 the full control effect
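Cell-based HTRF cAMP assay; TSHR cells + compound, TSH EC80 (4nM final), 2 h, 37 deg C. Lysis with anti-cAMP cryptate and cAMP-d2, 30 min RT, read 665/620 nm.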
A-T KAP1 phos – qHTS Assay for Identifying a Potential Treatment of Ataxia-Telangiectasia; […] A-T fibroblasts, KAP-1 phosphorylation AlphaLISA; neocarzinostatin DNA damage 30 min before lysis; Potency, µM (top dose mostly 57.5 µM), for inactives: at the top dose activation, hits mostly activators; 320,000 compounds, 0.19% hits; AID 485349, 2010; further: potency means the concentration at half of the fitted maximal effect; % of control where 0% means no effect; nearly all actives have a fitted effect of over 45% in size
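ATM-like activity read as KAP-1 phosphorylation via AlphaLISA donor/acceptor antibody pairs after lysis and 6 hr at 25C. Cells were ATM-null patient fibroblasts ([…], hTERT), dosed 60 min, then exposed to the DSB inducer NCS for 30 min.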
S-ASM inh – Inhibitors of Secretory Acid Sphingomyelinase (S-ASM): qHTS | Sphingomyelin phosphodiesterase (Homo sapiens), P17405 | placental ASM, HMU-PC fluorogenic substrate, 60 min | Potency, µM (titrated, usually from 57.5 µM), without a hit: top-dose activity change, negative = inhibition, most hits filed as inhibitors | 340,000 compounds, 0.006% hits | AID 504937, 2011; further: potency means the concentration at half of the fitted maximal effect
Target sequence (P17405 47-631 limits assumed): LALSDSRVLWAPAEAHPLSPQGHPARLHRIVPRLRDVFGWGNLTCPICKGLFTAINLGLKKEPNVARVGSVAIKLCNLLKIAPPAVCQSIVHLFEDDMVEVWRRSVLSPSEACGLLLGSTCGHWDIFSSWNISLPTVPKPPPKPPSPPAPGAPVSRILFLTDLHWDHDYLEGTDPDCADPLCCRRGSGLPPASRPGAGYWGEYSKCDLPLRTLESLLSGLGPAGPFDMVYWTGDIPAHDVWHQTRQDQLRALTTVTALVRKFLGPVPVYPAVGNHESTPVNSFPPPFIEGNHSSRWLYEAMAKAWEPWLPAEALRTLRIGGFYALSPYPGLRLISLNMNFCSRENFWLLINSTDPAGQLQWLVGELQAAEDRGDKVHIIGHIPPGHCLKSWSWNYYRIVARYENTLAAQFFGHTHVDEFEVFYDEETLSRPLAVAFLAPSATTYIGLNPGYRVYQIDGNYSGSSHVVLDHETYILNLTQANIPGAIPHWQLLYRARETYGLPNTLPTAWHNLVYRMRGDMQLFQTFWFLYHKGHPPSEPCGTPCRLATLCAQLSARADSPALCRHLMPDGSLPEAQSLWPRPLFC
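Fluorogenic HMU-PC substrate (9 uM final) is turned over by placental ASM in 60 min at 37 C after a 10 min compound preincubation. Reaction ended by alkaline stop (pH 10), with fluorescence read at 386/447 nm.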
PTAP TSG101 blk – qHTS Assay for Iinhibitors of HIV-1 Budding by Blocking the Interaction of PTAP/TSG101. AID 493005, 2010. 340,000 tested, under 10 active. Potency, µM (series often up to 115 µM), inactives show at the highest dose activity change, negative = inhibition, usual class: inhibitors. Fluorescence polarization, FITC-PTAP peptide / Tsg101 binding. Tumor susceptibility gene 101 protein (Homo sapiens), Q99816; active means well fitted inhibition curve with a large enough effect in the main read-out, with a control signal flat, not every such curve was filed as active; inconclusive means small, poorly fitted or top-dose-only effect, or effect the other way, or a change in a side signal; inactive means no such curve, though single readings can be large or run the other way; further: potency means the concentration at half of the fitted maximal effect; % of control where 0% means no effect
Target sequence (Q99816 whole entry, looked up): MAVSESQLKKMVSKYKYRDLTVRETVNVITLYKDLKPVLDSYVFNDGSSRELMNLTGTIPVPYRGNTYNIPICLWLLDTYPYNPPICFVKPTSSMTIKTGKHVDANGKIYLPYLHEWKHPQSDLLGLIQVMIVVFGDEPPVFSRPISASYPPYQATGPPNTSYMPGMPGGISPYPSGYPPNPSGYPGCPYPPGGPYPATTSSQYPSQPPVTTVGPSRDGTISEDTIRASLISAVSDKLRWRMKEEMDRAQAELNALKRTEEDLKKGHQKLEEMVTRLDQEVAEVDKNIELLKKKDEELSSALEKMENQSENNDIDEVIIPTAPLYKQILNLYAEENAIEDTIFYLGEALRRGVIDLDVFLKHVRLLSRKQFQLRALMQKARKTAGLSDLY
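Steps: Tsg101 binding domain dispensed (10 uM final), compounds pinned in DMSO, FITC-labeled PTAP-motif peptide added (50 nM final); after 20 min binding at room temperature, polarization measured.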
Mito fusion act – qHTS Assay for Small Molecule Inhibitors of Mitochondrial Division or Activators of Mitochondrial Fusion; S. cerevisiae fusion-defective mutant growth rescue, CellTiterGlo 48 h; Potency, µM (doses to about 46.1 µM), for the others: at the top dose growth rescue (activation), actives largely listed as activators; 320,000 compounds, 0.23% hits; AID 485298, 2010;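 further: potency means the concentration at half of the fitted maximal effect; % of control where 0% means no effect; nearly all actives have a fitted effect of over 45% in size; temperature-sensitive fusion mutants such as fzo1-1 at 37 °C on non-fermentable ethanol glycerol medium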
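Yeast fusion mutant, YPEG (non-fermentable carbon), compound, 48 h at 37C non-permissive; CellTiterGlo added, 10 min RT, luminescence read. Rescued growth = division inhibition.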
Eya2 phos inh – qHTS Assay for Inhibitors of the Phosphatase Activity of Eya2; Protein phosphatase EYA2 (Homo sapiens), O00167; recombinant Eya2, OMFP fluorescence dephosphorylation (OMFP is methylfluorescein phosphate); Potency, µM (series often up to 76.9 µM), inactives show top-dose activity, negative = inhibition, hits mostly inhibitors; 330,000 compounds, 0.006% hits; AID 488837, 2010; further: potency means the concentration at half of the fitted maximal effect; on the % scale 0 is the no-effect control and ±100 the full control effect
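Eya2 (0.2 uM) preincubated 10 min at ambient with compound, then OMFP substrate added at 50 uM; 10 min reaction in 50 mM HEPES pH 7.5, 50 mM NaCl, 5 uM MgCl2, 0.05% BSA, 1 mM DTT. Fluorescence read at Ex 485/Em 525 nm.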
Tb PFK block – qHTS Assay to Find Inhibitors of T. brucei phosphofructokinase. T. brucei PFK, ADP-Glo luminescence. 330,000 compounds, 0.17% hits. ATP-dependent 6-phosphofructokinase (Trypanosoma brucei brucei), O15648. Potency, µM (series often up to 57.5 µM), inactives show at the highest dose activity, negative = inhibition, hits mostly inhibitors;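 further: potency means the concentration at half of the fitted maximal effect; 0% = uninhibited 1x PFK enzyme wells and -100% = no-enzyme wells; nearly all actives have a fitted effect of over 60% in size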
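ADP-Glo luminescence quantified ADP after 45 min at room temperature, with 1.25 nM T. brucei PFK, 0.1 mM ATP and 0.5 mM fructose-6-phosphate in pH 8.0 TEA buffer. qHTS titrations up to 57 µM; curves classified by quality.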
a7 integrin act – qHTS for Activators of Integrin-Mediated Alleviation for Muscular Dystrophy; 350,000 compounds, 0.064% hits; AID 624291, 2012; alpha7betagal myoblasts, beta-gal FDG fluorescence, 48 h; Potency, µM (titrated, usually from 38.3 µM), inactives show top-dose activation, most hits filed as activators;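 further: potency means the concentration at half of the fitted maximal effect; 100% = response of the positive control SU9516; nearly all actives have a fitted effect of over 60% in size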
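Alpha7betagal+/- myoblasts (passage 13) were plated 16-24 hr, then exposed to compounds (1:260 dilution of DMSO stock) for 48 hours at 37C. After MPER lysis, β-galactosidase reporter activity was read as FDG fluorescence (ex 480/em 540) after 30 minutes.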
Chronic BCR inh – qHTS Assay to Find Inhibitors of Chronic Active B-Cell Receptor Signaling; ABC-DLBCL IkBa-CBG/CBR reporter, luminescence ratio, 4 h; 340,000 compounds, 0.05% hits; Potency, µM (top dose mostly 46.1 µM), for inactives: at the highest dose ratio change, negative = lower green/red ratio, most hits filed as inhibitors; active means well fitted inhibition curve with a large enough effect in the signal ratio, with a control signal flat, not every such curve was filed as active; inconclusive means small, poorly fitted or top-dose-only effect, or effect the other way, or a change in a side signal; the % refers to the signal ratio;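 further: potency means the concentration at half of the fitted maximal effect; plate controls were basal doxycycline-induced cells for no effect and cells given 10 µM MG132 for full effect; MG132 reads +100%, hits lower the ratio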
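Compounds up to 46 uM were incubated four hours with TMD8 cells whose green CBG68 luciferase is fused to IkappaBalpha; red CBR luminescence normalised the signal, and concentration-effect curves were fitted to fusion, red and ratio data.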
TCR activator – Activators of T cell receptors: qHTS campaign; AID 504894, 2011; 330,000 tested, under 10 active; Potency, µM (top dose mostly 9.22 µM), for inactives: top-dose activation of IL-2 secretion, actives largely listed as activators; primary human leukocytes, anti-CD3, IL-2 HTRF, 48 h; further: % of control where 0% means no effect
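IL-2 produced over 48 hr by a-CD3 bead-stimulated primary human leukocytes exposed to compounds was detected with a homogeneous time-resolved FRET immunoassay, 665nm acceptor signal after 320nm excitation.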
Numbers without * were called inactive; ? = inconclusive; / = not tested or not shown; [ ] = remark or other dose. Unless noted, the call rests on the fitted dose curve; in most records, active means well fitted curve in the direction sought with a large enough effect; inconclusive means small, poorly fitted or top-dose-only effect, or another doubt; inactive means no such curve, though single readings can be large; an effect the other way counts as inactive or inconclusive.

SMILES	ELG1 DNA repair	TSHR antag	A-T KAP1 phos	S-ASM inh	PTAP TSG101 blk	Mito fusion act	Eya2 phos inh	Tb PFK block	a7 integrin act	Chronic BCR inh	TCR activator
Cc1ccc(C(=O)n2c(=S)nc3ccccn32)cc1	?	-2	/	/	/	2%	2%	-2%	/	?	/
CCOC(=O)c1nnc(-c2ccc(C)cc2)nc1N1CCSCC1	?	7	1%	-4%	-5%	1%	1%	0%	17%	8%	-3%
CN(C(=O)COC(=O)c1cnc(Cl)c(Cl)c1)C1CCCCC1	?	-36	14%	4%	-6%	/	6%	-2%	-21%	0%	-2%
N#Cc1ccc(S(=O)(=O)NC[C@H]2O[C@@H](n3cnc4c(N)ncnc43)[C@H](O)[C@@H]2O)cc1	?	6	4%	1%	-2%	/	3%	1%	-8%	4%	6%[46.1 µM]
CCn1cc(S(=O)(=O)c2cccc(C)c2)c(=O)c2cc(F)c(N3CCN(C)CC3)cc21	26%	-8	1%	1%	-7%	-1%	-4%	0%	28%	6%	-9%
CCn1c(SCC(=O)Nc2cc(C)on2)nc2sc3c(c2c1=O)CCCC3	3%	13	1%	-2%	-3%	0%	5%	-1%	-38%	-2%	-8%[46.1 µM]
Cc1c(C(=O)NC2CCCCC2)oc2ccc(F)cc12	?	-1	10%	-1%	0%	1%	-10%	-6%	2%	?	1%
COc1ccc(NC(=O)COC(=O)[C@@H]2CCCN2S(=O)(=O)c2ccccc2F)c(OC)c1	?	0	22%	1%	0%	-6%	0%	5%	-17%	?	1%
Cc1ccc(-c2n[nH]c(=S)c3ccccc23)cc1S(=O)(=O)NCC1CCCO1 (centres undefined)	0%	-9	-6%	0%	0%	-5%	1%	-3%	-20%	?	-5%
CCCCCCNc1c(C(=O)OCC)c(=O)[nH]c2ccccc12	-26%	-2	5%	-3%	-1%	7%	-10%	0%	4%	?	-5%
Cc1ccc(NC(=O)CN2C(=O)S/C(=C\c3cc(C)n(-c4cccc(C(=O)O)c4)c3C)C2=O)cc1	1%	-17	0%	51%[activator]	-6%	-2%	3%	-5%	42%	16%	-4%
Cc1c(C)c(C)c(S(=O)(=O)Nc2ccc3[nH]c(=O)[nH]c3c2)c(C)c1C	1%	-7	8%	2%	-3%	-1%	6%	0%	-22%	0%	-1%
O=C(COc1ncnc2ccccc12)Nc1ccc(Cl)c(S(=O)(=O)N2CCOCC2)c1	?	5	/	2%	5%	5%	2%	-7%	-11%	2%	-7%
O=C(Nc1ccccc1C(F)(F)F)C1CCN(C(=O)Cc2ccccc2)CC1	-3%	14	-2%	3%	2%	3%	-1%	2%	?	-2%	6%
COc1ccc(S(=O)(=O)NCCC(=O)NCc2cccs2)cc1	-2%	3	6%	5%	2%	-5%	0%	-4%	7%	-4%	/
Nc1nc(Nc2cccc(C(F)(F)F)c2)nc(C(F)(F)F)n1	19%	-7	-4%	-16%	-4%	6%	-13%	0%	0%	?	1%
COCCn1c(C)cc(C(=O)COC(=O)c2cccnc2SC)c1C	?	-5	-3%	2%	0%	/	-2%	-13%	-30%	-11%	-10%
Nc1nc(SCC(=O)C23CC4CC(CC(C4)C2)C3)n[nH]1	2%	-76*	3%	0%	1%	10%	14%	0%	13%	-2%	0%
O=S(=O)(c1ccccc1)N(CC(O)COc1ccccc1)c1ccccc1 (centres undefined)	?	-2	1%	-3%	-5%	2%	-3%	-1%	-25%	-11%	0%
O=C(Nc1ccc(OC(F)F)c(Cl)c1)c1cccc(OC(F)F)c1	?	-24	5%	-13%	-2%	-12%	-14%	7%	1%[7.66 µM]	?	2%
Oc1ccc(-c2c(C3=CCCCC3)sc3ccccc23)cc1	-10%	7	-2%	-8%	1%	-11%	-2%	0%	18%	?	9%
Cc1nn(-c2ccccc2)c(Cl)c1/C=N/NC(=O)CCNc1n[nH]c(=O)[nH]c1=O	0%	-17	20µM*	-3%	-3%	-2%	6%	0%	4%	?	-4%
CCCN(Cc1nnc(-c2ccccc2Cl)o1)C(=O)COc1ccc(Cl)cc1	-12%	6	8%	-3%	-7%	18%	8%	0%	-3%	-3%	7%
COc1ccc(C(CNC(=O)CCNC(=O)c2ccccc2OC)N2CCCC2)cc1 (centres undefined)	?	-5	3%	7%	-1%	1%	19%	-8%	-17%	0%	-4%
Cc1ccc2[nH]c(=O)c(CN(Cc3ccccc3Cl)C(=O)N3CCOCC3)cc2c1	-3%	-6	0%	-2%	-8%	-1%	4%	2%	-3%	?	-1%
CCOCCCNCC(O)c1ccccc1 (centres undefined)	-2%	0	2%	2%	-1%	-11%	-6%	-10%	17%	?	6%[46.1 µM]
O=C(CC1C(=O)NCCN1Cc1cccc(F)c1)NCCCCCN1CCOCC1 (centres undefined)	-3%	-2	1%	12%	-2%	-1%	-7%	-9%	17%	-1%	-5%
CCC1(C(=O)OC)NC(c2ccco2)C2C(=O)N(c3ccccc3)C(=O)C21 (centres undefined)	5%	-13	-8%	1%	-4%	-5%	-7%	6%	-25%	1%	-24%
Cn1nc(C(=O)Nc2c(-c3ccccc3)nc3sccn23)c2ccccc2c1=O	6%	11	0%	-11%	-3%	0%	-12%	7%	-12%	-6%	3%
COC(=O)c1sc2ccccc2c1NC(=O)c1ccc(S(=O)(=O)N2CC(C)CC(C)C2)cc1 (centres undefined)	-2%	1	-2%	/	-3%	-4%	3%	-7%	15%	?	0%[46.1 µM]
O=C(Cc1ccccc1)NCC1CCCO1 (centres undefined)	0%	7	/	4%	-3%	-1%	-11%	5%	-4%	10%	/
O=C(O)Cc1ccc2c(c1)N(S(=O)(=O)c1cccc(C(F)(F)F)c1)CC(C(=O)O)O2 (centres undefined)	-2%	13	-1%	4%	2%	2%	-11%	3%	22%	2%	-14%
CC(C)[C@H](NC(=O)N1CCC(Cc2ccccc2)CC1)C(=O)O	0%	26	22%	2%	-2%	9%	1%	0%	-36%	2%	2%
CCc1ccc2c(c1)C(=O)c1ccccc1C2=O	?	4	4%	-1%	-1%	-1%	-5%	0%	-7%	0%	-4%[46.1 µM]
O=C(OC1C2CCC1C1CN(CCc3ccccc3)CC12)c1ccccc1 (centres undefined)	?	3	4%	2%	0%	-24%	-1%	1%	-12%	-10%	-2%[46.1 µM]
CC(=NNC(=O)CSc1nc2ccccc2o1)c1ccco1	?	3	-7%	0%	-1%	/	4%	0%	0%	?	-3%
CCc1ccccc1Nc1cc(C(=O)NCc2ccccn2)c2ccccc2n1	?	-5	12%	1%	0%	4%	15%	-3%	-7%	?	-1%
O=C1CCN(Cc2ccc([N+](=O)[O-])cc2)CCN1[C@H](CO)c1ccccc1	-3%	35	-2%	3%	-1%	1%	17%	-2%	-33%	-30%	-2%
COc1ccc(CN2CNc3nc4ccccc4n3C2)cc1	2%	0	/	3%	-4%	-2%	1%	0%	2%	3%	-1%
NC(=O)NC(c1ccccc1)c1ccccc1F (centres undefined)	-1%	-2	-2%	-1%	-6%	1%	3%	-6%	-3%	?	10%
COCCn1nnnc1SCC(=O)NCc1ccc2c(c1)OCO2	4%	9	2%	3%	0%	2%	7%	-6%	11%	11%	0%

Bioassay records (PubChem BioAssay)
